Source: PubChem
HP1b binding inh: HTS for Inhibitors of HP1-beta Chromodomain Interactions with Methylated Histone Tails; AlphaScreen HP1-beta / biotin-H3K9me3 peptide binding; Potency, µM (series often up to 114 µM), inactives show top-dose activity change, negative = inhibition, usual class: inhibitors; 390,000 compounds, 0.56% hits; note: potency is the fitted concentration of half-maximal effect; nearly all actives have a fitted effect of over 70% in size; inactives centre near 23
Target sequence (P83916 whole entry, looked up): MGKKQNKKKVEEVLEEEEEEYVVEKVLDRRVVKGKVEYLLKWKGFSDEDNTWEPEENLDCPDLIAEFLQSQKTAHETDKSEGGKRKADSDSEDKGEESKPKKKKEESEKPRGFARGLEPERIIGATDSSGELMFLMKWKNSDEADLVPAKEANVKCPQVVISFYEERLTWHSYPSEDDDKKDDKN
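AlphaScreen: HP1-beta (50 nM) preformed 30 min with biotin-H3(1-18)K9me3 peptide (50 nM) in PBS pH 7.4, 0.01% Tween-20. Compound added for 30 min at RT, then streptavidin donor/nickel chelate acceptor beads (10 ug/mL) for 30 min.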
GLS inhibitor: qHTS for Inhibitors of Glutaminase (GLS); Potency, µM (top dose mostly 45.5 µM), for inactives: top-dose activity change, negative = inhibition, actives largely listed as inhibitors; Glutaminase kidney isoform, mitochondrial (Homo sapiens), O94925; GLS enzymatic activity, qHTS titration; AID 624170, 2012; 410,000 compounds, 0.21% hits; note: potency is the fitted concentration of half-maximal effect; % is set by controls: 0 for no effect and ±100 for the full control effect
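Enzyme dispensed in phosphate buffer (45 mM, pH 8.2, 0.02% Tween-20), compounds pinned in, then 1 mM L-glutamine solution and the glutamate oxidase–HRP–Amplex Red mix added; fluorescence read immediately and again after 30 min at room temperature.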
PI4K2A inh: qHTS for small molecular inhibitors of PI4K2A; Phosphatidylinositol 4-kinase type 2-alpha (Homo sapiens), Q9BTU6; activity change, negative = inhibition, % at 76.9 µM; 420,000 compounds, 0.13% hits; purified PI4K2A, ADP-Glo luminescence, 1 h; stronger effect = lower value; in the data active = activity change below about -50%; inconclusive = mostly about -30% to -49%;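 note: -100% = wells without enzyme as full effect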
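Compounds are screened against recombinant PI4K2A using PI as substrate and ATP, the latter dispensed at 300 microM. Reactions run one hour at ambient temperature before ADP-Glo detection; full inhibition defined by wells lacking enzyme.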
G9a block: qHTS Assay for Inhibitors of Histone Lysine Methyltransferase G9a; Histone-lysine N-methyltransferase EHMT2 (Homo sapiens), Q96KQ7; G9a H3K9 monomethylation, AlphaScreen, 2 h; Potency, µM (top dose mostly 102 µM), without a hit: at the highest dose activity, negative = inhibition, usual class: inhibitors; 350,000 compounds, 8.8% hits; AID 504332, 2011; note: potency is the fitted concentration of half-maximal effect; % is set by controls: 0 for no effect and ±100 for the full control effect; nearly all actives have a fitted effect of over 75% in size
Target sequence (Q96KQ7 913-1193 limits assumed): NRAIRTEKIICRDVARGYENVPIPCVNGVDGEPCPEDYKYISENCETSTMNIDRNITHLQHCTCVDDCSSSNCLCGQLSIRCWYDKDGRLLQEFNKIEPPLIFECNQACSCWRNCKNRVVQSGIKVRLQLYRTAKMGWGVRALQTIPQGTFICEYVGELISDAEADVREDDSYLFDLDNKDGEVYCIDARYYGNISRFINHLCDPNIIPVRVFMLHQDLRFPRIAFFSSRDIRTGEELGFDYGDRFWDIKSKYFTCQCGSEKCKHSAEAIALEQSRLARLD
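AlphaScreen read-out: biotin-H3K9 peptide (500 nM) methylation by 20 nM enzyme with 20 uM SAM, 2 h at room temperature after 15 min compound preincubation; anti-monomethyl H3K9 antibody plus donor/acceptor beads, 10 min dark.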
JMJD2A Tudor inh: qHTS Assay for Inhibitors of JMJD2A-Tudor Domain. 390,000 compounds, 4.4% hits. Lysine-specific demethylase 4A (Homo sapiens), O75164. Potency, µM (top dose mostly 114 µM), without a hit: at the highest dose activity change, negative = inhibition, actives largely listed as inhibitors. AlphaScreen JMJD2A-Tudor / H3K4me3 peptide binding; note: potency is the fitted concentration of half-maximal effect; % is set by controls: 0 for no effect and ±100 for the full control effect; nearly all actives have a fitted effect of over 50% in size
Tb PGK inh: qHTS Assay to Find Inhibitors of Phosphoglycerate Kinase; Phosphoglycerate kinase, glycosomal (Trypanosoma brucei brucei), P07378; Potency, µM (series often up to 57.5 µM), for the others: at the top dose activity change, negative = inhibition, hits mostly inhibitors; AID 602233, 2012; 380,000 compounds, 0.043% hits; PGK/GAPDH coupled, Kinase-Glo luminescence, 60 min; note: potency is the fitted concentration of half-maximal effect; % is set by controls: 0 for no effect and ±100 for the full control effect; nearly all actives have a fitted effect of over 60% in size
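Luminescent ATP detection (Kinase-Glo Plus) follows a 60-minute room-temperature incubation, with wells lacking PGK as controls. Buffer: 100 mM TEA (pH 7.6), 5 mM MgCl2, 0.01% Tween-20. Coupling enzyme GAPDH (100 nM final) supplies unstable 1,3-BPG in-well.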
Pin1 inhibitor: qHTS Assay to Find Inhibitors of Pin1; Potency, µM (highest dose often 115 µM), inactives show at the highest dose activity, negative = inhibition, hits mostly inhibitors; 390,000 compounds, 0.009% hits; Peptidyl-prolyl cis-trans isomerase NIMA-interacting 1 (Homo sapiens), Q13526; Pin1 FP peptide displacement, HiFluor488, 10 min; active = well fitted inhibition curve with a large enough effect in the polarisation, with a control signal flat, not every such curve was filed as active; inconclusive = small, poorly fitted or top-dose-only effect, or effect the other way, or a change in a side signal; inactive = no such curve, though single readings can be large or run the other way; the % refers to the polarisation; note: potency is the fitted concentration of half-maximal effect; % is set by controls: 0 for no effect and ±100 for the full control effect
BAZ2B block: qHTS Assay for Inhibitors of BAZ2B; Bromodomain adjacent to zinc finger domain protein 2B (Homo sapiens), Q9UIF8; AID 504333, 2011; 360,000 compounds, 4.4% hits; AlphaScreen BAZ2B-H3K14Ac peptide displacement; Potency, µM (highest dose often 114 µM), without a hit: at the top dose activity change, negative = inhibition, hits mostly inhibitors; note: potency is the fitted concentration of half-maximal effect; % is set by controls: 0 for no effect and ±100 for the full control effect; nearly all actives have a fitted effect of over 60% in size
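Protein-peptide AlphaScreen: BAZ2B 50 nM, b-H3K14Ac 50 nM, 1x PBS pH 7.4 + 0.01% Tween-20. Preincubation 30 min RT; cpd 30 min RT (top 110 uM); beads 20 min RT, light-protected.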
ERG Ets-DNA blk: qHTS for Small Molecule Inhibitors of the ERG Ets/DNA interaction; Transcriptional regulator ERG (Homo sapiens), P11308; fluorescence polarization, His-ERG Ets domain / labelled DNA; Potency, µM (top dose mostly 76.9 µM), inactives show at the top dose FP activity, negative = inhibition, actives largely listed as inhibitors; 370,000 compounds, 0.028% hits; active = well fitted inhibition curve with a large enough effect in the polarisation, with a control signal flat; inconclusive = small, poorly fitted or top-dose-only effect, or effect the other way, or a change in a side signal; inactive = no such curve, though single readings can be large or run the other way; the % refers to the polarisation;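 note: polarization taken with two DNA probes labelled with fluorescein and Texas red; potency is the fitted concentration of half-maximal effect; % of control where 0% means no effect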
Target sequence (P11308 whole entry, looked up, the tested form may be a part): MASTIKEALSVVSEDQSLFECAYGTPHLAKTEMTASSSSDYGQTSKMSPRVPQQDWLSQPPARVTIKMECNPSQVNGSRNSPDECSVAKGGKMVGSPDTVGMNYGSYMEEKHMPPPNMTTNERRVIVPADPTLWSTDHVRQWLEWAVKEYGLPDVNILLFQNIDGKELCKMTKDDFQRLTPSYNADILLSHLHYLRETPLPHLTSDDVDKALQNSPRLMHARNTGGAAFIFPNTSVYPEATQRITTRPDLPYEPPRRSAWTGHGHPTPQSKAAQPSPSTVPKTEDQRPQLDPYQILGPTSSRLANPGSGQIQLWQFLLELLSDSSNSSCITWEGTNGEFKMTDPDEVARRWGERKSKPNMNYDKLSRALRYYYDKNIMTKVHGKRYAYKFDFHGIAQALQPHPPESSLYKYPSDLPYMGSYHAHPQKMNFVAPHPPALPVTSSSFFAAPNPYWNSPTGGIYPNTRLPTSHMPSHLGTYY
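His-tagged ERG Ets domain (1 uM in the protein solution; 300mM KCl, 50mM Tris-HCl, 1mM EDTA, 1mM DTT, pH 7.5) received compound, then a probe mix of 5 nM fluorescein-DNA and 100nM Texas-615-DNA. Fluorescence polarization was read for both dyes.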
An asterisk follows results filed as active; i = inactive; ? = inconclusive; nt = no result given; & = joins results of further samples; [ ] = dose if it differs, or a comment. Unless noted, calls come from the whole dose curve; as a rule, active = well fitted curve in the direction sought with a large enough effect; inconclusive = small, poorly fitted or top-dose-only effect, or another doubt; inactive = no such curve, though single readings can be large; an effect the other way counts as inactive or inconclusive.

SMILES	HP1b binding inh	GLS inhibitor	PI4K2A inh	G9a block	JMJD2A Tudor inh	Tb PGK inh	Pin1 inhibitor	BAZ2B block	ERG Ets-DNA blk
CCC(C)/C=C(C)/C=C/C1=CC2=C(Cl)C(=O)C(C)(OC(C)=O)C(=O)C2=CO1 (stereo not drawn)	?	-6%	-11	-45%[12.7 µM]	35µM*	-6%	-10%	25µM*	-5%
CC=C(CC)C1(CCC)C(=O)NC(=S)NC1=O	15%	0%	5	nt	-13%	-6%	-3%	nt	-25%
CC1(C)COC(Nc2ccc(Cl)cc2)=N1	8%	-2%	1	?	3%	3%	0%	-7%	0%
CCCC(=O)NC1=C(N2CC2)C(=O)C(NC(=O)CCC)=C(N2CC2)C1=O	17%[57 µM]	5%	-4	nt	6%	i	-3%	nt	1%
CCOc1ccc(-n2c(O)c(C=NCCN3CCNCC3)c(=O)[nH]c2=O)cc1	56%[activator]	3%	9	-1%	-18%	nt	3%	0%	5%
CCOC(=O)c1cnc2c(ccc3ccccc32)c1Nc1ccc(C(C)=O)cc1	31%[activator]	2%	-4	-46%[59 µM]	-13%	-6%	20%	2%	-4%
O=C(CN1C(=O)S/C(=C\C=C\c2ccccc2)C1=O)Nc1ccccc1C(=O)O	-3%[57 µM]	6%	-5	?	-18%	-5%	-19%	-33%	3%
O=C(CCN1C(=O)COc2ccccc21)N1CCC2(CC1)OCCO2	28%	-2%	3	-8%	-8%	nt	-4%	-2%	-6%
CCCn1c(C)cc(C=O)c1C	-6%	13%	2	21%	-21%	5%	-2%	-27%	?
CN(C)C(=O)Oc1ccc2c(c1)O/C(=C\c1cccc(Cl)c1)C2=O	40%[activator]	-11%	8	3%	?	0%	-1%	-11%	-3%
C#CCN1C(=O)C2(C(C#N)=C(N)OC(C)=C2C(=O)OCc2ccccc2)c2ccccc21 (stereo not drawn)	-7%	4%	0	6%[2.33 µM]	-34%	-1%	2%	-21%	4%
COC(=O)C1=C(c2ccc(F)cc2OCc2ccccc2)C[C@@H]2CC[C@H]1N2C(=O)N1CCCCC1	26%	-1%	1	-2%[0.501 µM]	-19%	5%	?	-9%	4%
COc1ccc(CN2C(=O)NC(=O)/C(=C/c3cc(OC)c(OC)c(OC)c3)C2=O)cc1	4%	9%	-17	45µM*	-11%	12%	18%	-13%	16%
COC(=O)C1=C(c2ccc(F)cc2OCc2ccccc2)C[C@@H]2CC[C@H]1N2C(=O)NCCN1CCOCC1	14%	3%	-2	-9%[2.33 µM]	-13%	2%	-3%	4%	11%
COc1ccc(OC)c(-n2c(O)c(C=Nc3c(C)n(C)n(-c4ccccc4)c3=O)c(=O)[nH]c2=O)c1	16%	9%	-1	5%	-22%	-2%	2%	2%	5%
O=C(Cc1ccc(Cl)cc1)NCCN1CCN(C(=O)Cc2ccc(Cl)cc2)CC1	43%[activator]	-5%	-1	nt	-14%	i	-2%	0%	3%
Cc1ccc(C2N(c3ccccn3)C(=O)C3CCCN32)o1 (stereo not drawn)	65%[activator]	-4%	-4	-32%	-5%	i	-13%	5%	-15%
O=[N+]([O-])c1ccc(OP(=O)(O)Oc2ccc([N+](=O)[O-])cc2)cc1	3%[57 µM]	2%	-8	nt	-17%	-1%	0%	nt	-3%
Cc1cccc(NC(=O)C2CCCN(S(=O)(=O)c3ccc4c(c3)oc(=O)n4C)C2)c1 (stereo not drawn)	0%&23%	-15%&6%	1&-3	1%	-6%&-7%	3%	?	-15%&8%	0%&3%
Oc1cc(Cl)ccc1Oc1ccc(Cl)cc1Cl	12%	?	1	32%[59 µM]	10%	-4%	-5%	nt	19%
O=C(CN1CCN(CCO)CC1)Nc1ccc(Cl)cc1C(=O)c1ccccc1	1%	9%	4	14%[59 µM]	-24%	-8%	-9%	5%	3%
CC(N)Cc1c[nH]c2cc3c(cc12)OCCO3 (stereo not drawn)	-14%	10%	-6	-8%[12.7 µM]	?	-7%	27%	?	-5%
Cc1cc(C(=O)OCC(=O)Nc2ccc(F)cc2)c(C)n1C1CC1	13%	-3%	0	-79%[59 µM]	-29%	-5%	0%	-37%	-16%[15.4 µM]
CCCCCCCC(=O)OCC(O)CO (stereo not drawn)	47%[activator]	13%&7%	2&-4	14%[59 µM]	-10%	1%	-1%	9%	-1%
CC(=O)NC(Cc1ccc(N(CCCl)CCCl)cc1)C(=O)O (stereo not drawn)	25%	17%	-5	-25%[59 µM]	-10%	nt	-8%	8%	nt
c1ccc2c(c1)[nH]c1cnccc12	52%[activator]	9%	0	81%[activator][59 µM]	-23%	-13%	-3%	14%	3%
CN(C)N=O	27%	-2%	4	-13%[0.501 µM]	-20%	i	-3%	-6%	11%
Cc1ccc(CN2CCN(C)CC2)c(C)c1	48%[activator]	nt	3	14%[12.7 µM]	3%	i	-3%	10%	7%
O=C(Nc1ccc(F)cc1)OC1CN2CCC1CC2 (stereo not drawn)	9%	-8%	1	nt	-2%	-7%	-4%	-2%	2%
C[C@]12CC[C@@H](O)CC1=CCC1C2CC[C@]2(C)C(=O)[C@H](F)CC12 (stereo partly drawn)	39%[activator]	-6%	2	nt	1%	i	1%	nt	-2%
CCOC(=O)c1nsnc1NCCCl	33%	-9%	-5	0%	0%	-8%	-7%	-3%	0%
Cc1cc(NC(=O)CCl)nn1C	23%	2%	-4	-7%[0.501 µM]	1%	-3%	-4%	-1%	-3%
CCCn1c(C(C)C)n[nH]c1=S	31%	14%	-3	35µM*	?	-6%	-8%	3%	-12%
COc1ccc(-n2c(/C=C/c3ccc4c(c3)OCO4)nc3ccccc3c2=O)cc1	18%	2%	-6	-10%[59 µM]	-14%	-6%	9%	-35%	12%
CN1CCN(C(=O)O[C@H]2c3nccnc3C(=O)N2c2ccc(Cl)cn2)CC1	17%	-2%&1%	-3&-6	8%	-6%	-5%	-4%	-2%	2%
O=c1[nH]c(O)c(C=Nc2ccccc2Sc2ccccc2)c(=O)[nH]1	55%[activator]	6%	-6	?	-10%	-6%	0%	-10%	24%
CCOC(=O)C1CCN(/C=C2/C(=O)NC(=S)N(c3ccccc3F)C2=O)CC1	13%	7%	-3	nt	1%	2%	2%	-10%	0%
Cc1ccc(C)c(N2CCN(C(=O)C3CCN(Cc4nc(-c5cccc(Cl)c5)oc4C)CC3)CC2)c1	-23%	2%	-2	?	40µM*	13%	-12%	8.9µM*	-2%
COc1ccccc1N1CCN(C2CCCN(C(=O)COc3ccccc3Cl)C2)CC1 (stereo not drawn)	-5%	1%	0	?	-27%	-4%	-3%	?	0%
c1ccc(CNCCc2ccc3c(c2)OCO3)nc1	4%	-1%	2	1.8µM*	?	-4%	-11%	45µM*	nt
Cc1ccc(-c2nc3ccccc3c(=O)n2-c2cccc(C)n2)cc1	34%	3%	-8	nt	-5%	-4%	-6%	-9%	-3%
CC(C)c1ccc(NC(=O)N2C[C@H]3C[C@@H](C2)c2cccc(=O)n2C3)cc1	27%	9%	0	nt	-7%	6%	-7%	45%[activator]	-8%
C=Cn1c(P(=S)(N2CCOCC2)N2CCOCC2)cc2c1CCCC2	-12%	?	-3	?	?	nt	1%	?	nt
CCOc1nc(NC(C)C)nc(N2CC3CC(C2)c2cccc(=O)n2C3)n1 (stereo not drawn)	?	-7%	0	-28%	20µM*	nt	-4%	11%	-2%
CCOC(=O)C1(CCCc2ccccc2)CCN(C2CCCC2)CC1	23%	4%	4	-2%	-10%	-6%	-15%	?	1%
N=c1c[n+](CC23CC4CC(CC(C4)C2)C3)[n-]o1	28%	4%	3	-12%[2.33 µM]	-3%	-6%	-1%	4%	-1%
Cc1ccc2c(c1)c(=O)c1c3n2CCN(CC#N)C3CC1 (stereo not drawn)	37%	2%	0	-5%	-16%	-12%	-1%	-14%	4%
CCN(CC)S(=O)(=O)c1ccc(C(=O)NC2CN3CCC2CC3)cc1 (stereo not drawn)	27%	-5%	0	25%	5%	6%	-8%	-4%	6%
Ic1ccccc1CN[C@@H]1C2CCN(CC2)[C@@H]1C(c1ccccc1)c1ccccc1	?	-2%	2	1.6µM*	18µM*	-2%	-13%	40µM*	23%
O=[N+]([O-])c1ccc(C2C3C(c4ccccc4)=NC4(CCCC4)N32)cc1 (stereo not drawn)	8%	-2%	-3	-13%[59 µM]	-25%	-3%	-5%	-30%	-8%
CN1CC(C(=O)c2cccs2)C(c2ccc(Cl)cc2)C1 (stereo not drawn)	6%	4%	-1	-35%	-20%	-2%	0%	-12%	0%
CC(C)(C)NCc1cccn1-c1sc2c(c1C#N)CCCC2	?	-12%	6	?	28µM*	0%	-6%	56µM*	-3%

This is a subset. The share of hits here may be higher or lower than overall.
